KCNQ2 inh = KCNQ2 potassium channel inhibitors, primary screen, cell-based, CHO-K1, FluxOR thallium flux, B-score (AID 2156); B-score at 10 µM; Potassium voltage-gated channel subfamily KQT member 2 (Rattus norvegicus), O88943; 20 min; stronger effect = lower value; hit rate 1.1% among 310,000;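 active means fluorescence ratio B-score at most minus 3 library SDs, with starting brightness B-score within 2 library SDs, cut at about -5.5 in these data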
Kir21 inh = inhibitors of mouse Kir2.1 inward-rectifier potassium channel. HEK293-Kir2.1, FluxOR thallium flux fluorescence; stronger effect = lower value. AID 1672, 2009. Inward rectifier potassium channel 2 (Mus musculus), P35561. hit rate 0.85% among 310,000. B-score at 10 µM;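 active means fluorescence ratio B-score at or below minus 3 SD of library scores, with starting-brightness B-score within 2 SD, cut at about -4.2 in these data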;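 further: channel flux triggered by added potassium and thallium sulfate stimulus; B-score of peak minus minimum fluorescence over baseline after thallium stimulus; more negative B-score means stronger Kir2.1 block with less thallium influx; some compounds called inactive have numbers as strong as hits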
Target sequence (P35561 whole entry, looked up): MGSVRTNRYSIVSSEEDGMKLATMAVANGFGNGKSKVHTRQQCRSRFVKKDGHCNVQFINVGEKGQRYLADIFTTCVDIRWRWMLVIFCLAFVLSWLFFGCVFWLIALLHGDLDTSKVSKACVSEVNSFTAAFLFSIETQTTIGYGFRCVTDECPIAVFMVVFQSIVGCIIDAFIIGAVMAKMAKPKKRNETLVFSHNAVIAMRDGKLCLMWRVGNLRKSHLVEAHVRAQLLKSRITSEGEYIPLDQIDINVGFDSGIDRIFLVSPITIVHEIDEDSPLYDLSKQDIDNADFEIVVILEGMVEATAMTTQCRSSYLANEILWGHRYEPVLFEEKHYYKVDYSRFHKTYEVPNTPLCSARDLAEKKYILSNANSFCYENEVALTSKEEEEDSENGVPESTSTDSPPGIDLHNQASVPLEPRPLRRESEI
CHT inh = inhibitors of human choline transporter CHT; hit rate 0.86% among 310,000; CHT-expressing cells, membrane potential dye, choline response; stronger effect = lower value; High affinity choline transporter 1 (Homo sapiens), Q9GZV3; B-score at 10 µM; AID 488975, 2010;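 active means B-score over 3 SD under the library average, and starting fluorescence ratio not unusually high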;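 further: choline stimulus applied at its EC90 after an EC20 pre-addition; B-score computed on integrated fluorescence ratio after choline addition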
Target sequence (Q9GZV3 whole entry, looked up): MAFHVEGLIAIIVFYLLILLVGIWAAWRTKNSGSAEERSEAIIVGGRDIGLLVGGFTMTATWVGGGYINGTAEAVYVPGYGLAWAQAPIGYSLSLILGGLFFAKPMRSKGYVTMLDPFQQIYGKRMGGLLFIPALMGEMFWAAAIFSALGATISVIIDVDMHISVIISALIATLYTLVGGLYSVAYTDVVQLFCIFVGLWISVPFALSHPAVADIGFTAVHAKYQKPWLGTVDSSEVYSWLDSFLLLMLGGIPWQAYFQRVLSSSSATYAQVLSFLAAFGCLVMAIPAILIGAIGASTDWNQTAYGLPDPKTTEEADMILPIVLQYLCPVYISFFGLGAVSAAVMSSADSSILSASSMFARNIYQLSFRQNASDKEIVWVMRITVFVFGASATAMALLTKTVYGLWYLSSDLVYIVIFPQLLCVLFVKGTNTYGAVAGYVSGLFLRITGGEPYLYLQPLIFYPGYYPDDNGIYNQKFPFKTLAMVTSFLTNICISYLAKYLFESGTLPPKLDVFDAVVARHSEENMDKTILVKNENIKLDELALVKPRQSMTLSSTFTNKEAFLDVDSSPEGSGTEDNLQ
* hit, by the source's call; i = inactive.

The line under a structure holds: KCNQ2 inh, Kir21 inh, CHT inh
> COc1cc(/C=N/NC(=O)c2cc(C)oc2C)cc(OC)c1OC
→ i, -0.25, i
> C=CCc1cccc2ccc(=O)oc12
→ i, -0.35, i
> Cc1cc(Cl)ccc1NC(=O)CSc1nnc(-c2ccncc2)n1Cc1ccco1
→ i, -1.45, i
> COc1cc(/C=N/NC(=O)CSc2ccccn2)ccc1O
→ i, -0.31, i
> CCCCCC(=O)Nc1nc(C)c(-c2csc(Nc3ccccc3OCC)n2)s1
→ i, 0.88, i
> CN1C(=O)/C(=C/c2ccccc2OCc2ccccc2)NC1=S
→ i, -1.14, i
> COc1ccc(OCC(=O)N2CCN(C(=O)c3ccc([N+](=O)[O-])cc3)CC2)cc1
→ i, 0.8, i
> C=CC(=O)NCC1OCCc2ccccc21 (stereo unspecified)
→ i, 0.53, i
> COc1cc(/C=C2\SC(=S)N(C(C(=O)O)c3ccccc3)C2=O)ccc1O (stereo unspecified)
→ i, -0.82, i
> COc1cccc(/C=N/NC(=O)CNC(=O)c2ccc3c(c2)OCCO3)c1O
→ i, 0.81, i
> CC(=O)N1CCOc2ccc(S(=O)(=O)NC(C)c3ccccc3)cc21 (stereo unspecified)
→ i, -1.26, i
> CCC(=O)Nc1ccc(Cl)c(NC(=O)c2c(OC)cccc2OC)c1
→ i, 1.03, i
> O=C(CN(Cc1ccco1)C(=O)CCC(=O)Nc1nccs1)NCc1ccccc1
→ i, -0.07, i
> CCC(Oc1ccccc1)C(=O)Nc1ccccc1N1CCCCC1 (stereo unspecified)
→ i, -0.15, i
> CCOc1ccc(C(=O)Nc2ccc(-c3nc4ccccc4[nH]3)cc2)cc1[N+](=O)[O-]
→ i, 0.11, i
> CCn1cnc2cc([N+](=O)[O-])ccc21
→ i, -0.55, i
> CCOC(=O)c1sc(NC(=O)C(C)C)c(C#N)c1C
→ i, 1.54, i
> CC1(C)NC(=O)N(CC(=O)O)C1=O
→ i, 0.54, i
> O=C(N/N=C/c1cc([N+](=O)[O-])ccc1O)c1cc(-c2ccccc2)nc2ccccc12
→ i, 1.32, i
> Nc1nc(SCC(=O)NNc2c(Cl)cc(Cl)cc2Cl)n[nH]1
→ i, -0.39, i

In a second layout: 4 of the compounds above
KCNQ2 inh	Kir21 inh	CHT inh	Molecule
i	-1.26	i	CC(=O)N1CCOc2ccc(S(=O)(=O)NC(C)c3ccccc3)cc21 (stereo unspecified)
i	1.03	i	CCC(=O)Nc1ccc(Cl)c(NC(=O)c2c(OC)cccc2OC)c1
i	-0.07	i	O=C(CN(Cc1ccco1)C(=O)CCC(=O)Nc1nccs1)NCc1ccccc1
i	-0.15	i	CCC(Oc1ccccc1)C(=O)Nc1ccccc1N1CCCCC1 (stereo unspecified)

(further entries)
The line under a structure holds: KCNQ2 inh, Kir21 inh, CHT inh
> CCc1nnc(NC(=O)CC(C)c2ccccc2)s1 (stereo unspecified)
→ i, -2.16, i
> COCCCNC(=O)CCCn1c(=O)c2ccccc2n(CC(=O)Nc2c(C)cc(C)cc2C)c1=O
→ i, 2.06, i
> CC(c1ccco1)N(C(=O)C12CC3CC(CC(C)(C3)C1)C2)c1ccccn1 (stereo unspecified)
→ i, -2.07, i
> COC(=O)COc1ccc(C(=O)OC)cc1
→ i, -0.42, i
> CCOc1ccc(NC(=O)Nc2cc(C)ccc2F)cc1
→ i, 0.02, i
> Cc1ccc(/C=N/N=C2\SCC(=O)N2CC2CC2)cc1
→ i, -1.15, i
> CC(C)n1cc(/C=C2/SC(=O)N(CC(=O)N3CCCC3)C2=O)c2ccccc21
→ i, 2.25, i
> COc1cccc2cc(/C(C)=N/NC(=O)c3ccco3)oc12
→ i, -0.33, i
> O=C1C2CCCN2C(=O)N1CCCN1CCN(c2cccc(Br)c2)CC1 (stereo unspecified)
→ i, -1.43, i
> O=C(N/N=C/C1C(c2ccccc2)C1(Cl)Cl)c1cccc(Br)c1 (stereo unspecified)
→ i, 1.65, i
> O=C(O)CN(Cc1ccccc1)S(=O)(=O)c1ccc(F)cc1
→ i, 0.25, i
> COc1ccc(/C=C/C(=O)Nc2sc(Cc3ccccc3)c(C)c2C(N)=O)cc1
→ i, 0.45, i
> CC(=O)OCCN(Cc1ccccc1)Cc1ccc2c(c1)OCO2
→ i, -0.05, i
> CCCc1cc(=O)oc2cc(OCC(=O)NCCCn3ccnc3)ccc12
→ i, -1.24, i
> O=C(O)CSc1c(-c2cccs2)[nH]c2ccccc12
→ i, -0.43, i
> CCc1c(C)nc(SCc2cccnc2)[nH]c1=O
→ i, -0.59, i
> COCn1c(=O)c2c(nc(SC3=NCCS3)n2Cc2ccccc2C)n(COC)c1=O
→ i, -1.24, i
> Cc1ccc(S(=O)(=O)N2CCCCC2)cc1NC(=O)CNc1ccc(C(F)(F)F)cc1
→ i, 0.03, i
> CS(=O)(=O)N1CCC(C(=O)NCCc2ccccc2)CC1
→ i, 0.06, i
> Cc1ccc(S(=O)(=O)N2CCCC2CNC(=O)C(=O)NCc2ccccn2)cc1 (stereo unspecified)
→ i, 0.86, i

The list goes on:
smiles | KCNQ2 inh | Kir21 inh | CHT inh
CCC(=O)Nc1ccc(S(=O)(=O)NCc2ccco2)cc1 | i | 0.16 | i
CCOc1ccc(Br)cc1C(=O)N/N=C/c1ccc([N+](=O)[O-])cc1 | i | -0.46 | i
CCCCc1c(C)nc2ccc(OC)cc2c1SCCC(=O)O | i | 0.88 | i
OCCC1CN(Cc2ccc3c(c2)CCO3)CCN1Cc1ccc(F)cc1 (stereo unspecified) | i | -0.57 | i
CCOc1ccc(S(=O)(=O)N2CCN(S(=O)(=O)c3ccc(OCC)cc3)C(C)C2)cc1 (stereo unspecified) | i | -0.64 | i
Cc1nn(CCN)c(C)c1Cl | i | 1.57 | i
COC(=O)c1ccc(CNC(=O)Cn2nnnc2CN(C)C(C)C)cc1 | i | -0.77 | i
CCCC(=O)Nc1ccc(Cl)c(-c2nc3ncccc3o2)c1 | i | 1.12 | i
O=C(OCc1ccc([N+](=O)[O-])cc1)c1cc2ccccc2oc1=O | i | 0.05 | i
CCOc1ccccc1Oc1cn[nH]c1-c1ccc(OC)cc1O | i | -0.63 | i
CC1CCCN(S(=O)(=O)c2ccc(S(=O)(=O)N3CCCC3)cc2)C1 (stereo unspecified) | i | -1.23 | i
Cn1c(N)c(N=O)c(=O)n(C)c1=O | i | 0.49 | i
Cc1cc2c(cc1S(=O)(=O)N1CCN(c3ccc(Cl)cc3)CC1)OCCN2C | i | 1.4 | i
Cc1nc(Cc2ccc(OC(C)C)cc2)[nH]c(=O)c1CC(=O)O | i | -0.07 | i
Cc1ccccc1-n1cc(CNC(=O)CCc2nnc(CCc3ccccc3)o2)cn1 | i | 1.65 | i
CCOc1ccccc1CN1CCN(Cc2ccc(C)o2)CC1CCO (stereo unspecified) | i | 0.65 | i
CCc1nc(SCc2ccc(C(=O)OC)o2)c2c(=O)n(C)c(=O)n(C)c2n1 | i | 0.92 | i
CC(OC(=O)c1cc(S(=O)(=O)N2CCOCC2)ccc1F)C(=O)NCc1ccc2c(c1)OCO2 (stereo unspecified) | i | 0.05 | i
Cc1cccn2cc(-c3cccc(S(=O)(=O)N4CCCCC4)c3)nc12 | i | 0.01 | i
O=C(NCC1(N2CCCCC2)CCCCC1)c1cccc(NS(=O)(=O)c2ccccc2)c1 | i | -1.47 | i
O=C(NCc1ccc(Cl)cc1)c1cc2ccccn2n1 | i | 1.81 | i
Cc1occc1-c1nnc(SCC(=O)NCCc2ccccc2)n1Cc1ccccc1 | i | -0.03 | i
COc1cc(CN2CCNC(=O)C2CC(=O)N2CCc3ccccc3C2)cc(OC)c1 (stereo unspecified) | i | -0.68 | i
CN1CCN(CC(=O)N2N=C(c3cccs3)CC2c2ccco2)CC1 (stereo unspecified) | i | 2.2 | i
C/C(Cl)=C\Cn1c(O)c(N=NC(N)=S)c2cc(Br)ccc21 | i | 2.4 | i

(list continues)
smiles | KCNQ2 inh | Kir21 inh | CHT inh
COc1cccc(C(C)NC(=O)C2CCCC2)c1 (stereo unspecified) | i | -0.09 | i
Cc1ccc(Nc2nc(NCC3CCCO3)nc(N)c2[N+](=O)[O-])cc1C (stereo unspecified) | i | -2.32 | i
CCN(CC)C(=O)c1sc(N2C(=O)Nc3ccccc3N2O)c(C(=O)OC)c1C | i | -0.92 | i
CCc1ccccc1NC(=S)N1N=CCC1c1ccccc1 (stereo unspecified) | i | -0.91 | i
Cc1cc(C)n2c(SCc3ccccc3Cl)nnc2n1 | i | 0.75 | i
COCC(=O)OCC(=O)c1cc(C)n(-c2ccc(Br)cc2)c1C | i | 1.09 | i
C=CCSc1ncccc1C(=O)NCc1ccc(C)cc1 | i | -0.51 | i
CC(=O)Nc1ccc(S(=O)(=O)N2CCC(c3nc4c(nnn4Cc4ccccc4Cl)c(=O)[nH]3)CC2)cc1 | i | -1.58 | i
CCCCOc1ccc(N2C(=O)CC(NCCc3ccc(S(N)(=O)=O)cc3)C2=O)cc1 (stereo unspecified) | i | -0.99 | i
CCOc1ccc(N(CC(=O)NC(C(C)C)C(C)C)S(=O)(=O)c2ccc(OC)c(OC)c2)cc1 | i | -1.45 | i
CN1CCN(c2ccccc2NC(=O)c2ccccc2F)CC1 | i | 0 | i
O=C1Cn2c(nc3ccccc32)-c2ccccc2N1 | i | -0.04 | i
CCCc1cc(=O)oc2cc(C)cc(OCC(=O)Nc3ccc(S(N)(=O)=O)cc3)c12 | i | 0.09 | i
CCCNC(=S)N1CCC(C(=O)c2ccc(OC)cc2)CC1 | i | 2.29 | i
CCOc1ccc(C(=O)Nc2ccc(C(F)(F)F)n(C)c2=O)cc1 | i | -0.44 | i
O=[N+]([O-])c1ccc([C@H](O)[C@H](CO)N=Cc2ccccc2O)cc1 | i | -1 | i
Cc1ccccc1Cn1c(=O)n(CCCC(=O)NCc2ccco2)c(=O)c2ccccc21 | i | 1.56 | i
N#C/C(=C/c1ccc(C(=O)O)cc1)C(=O)NCc1ccccc1 | i | -0.18 | i
COc1cc(NC(=O)c2ccccc2)c(OC)cc1NC(=O)CSc1[nH]c(=O)cc(C)c1C#N | i | -1.64 | i
CC(C)CNC(=O)c1cc2nc3c(c(C(F)(F)F)n2n1)CCc1ccccc1-3 | i | 1.12 | i
COc1ccc(-c2cc(C(=O)Nc3ccc(S(=O)(=O)Nc4onc(C)c4C)cc3)c3ccccc3n2)cc1OC | i | 0.85 | i
COc1ccc2oc(C(=O)N(Cc3ccco3)Cc3cccs3)c(C)c2c1 | -5.77* | -2.3 | i
Cc1onc(-c2ccccc2Cl)c1C(=O)NCc1cccs1 | i | -0.04 | i
CCOc1ccc(N2C(=O)C3Sc4[nH]c(=O)sc4C(c4ccc(OC)c(OC)c4)C3C2=O)cc1 (stereo unspecified) | i | 0.78 | i
COC(=O)C1=C(C)N(C)C(=O)/C1=C\c1ccco1 | i | 0.06 | i

Additional results.
smiles | KCNQ2 inh | Kir21 inh | CHT inh
O=S(=O)(Cc1ccc(Cl)cc1)Nc1ccc2c(c1)OCO2 | i | -3.62 | i
Cc1ccc(N2CC(C(=O)Nc3ccc(S(=O)(=O)Nc4nccs4)cc3)CC2=O)cc1 (stereo unspecified) | i | -0.29 | i
COc1ccc(OCc2ccc(/C=N\NC(=O)c3sccc3C)o2)cc1 | i | 0.14 | i
O=C(O)C1=C[C@H](c2csc3ccccc23)C[C@H](OCCCCO)O1 | i | -0.04 | i
COc1ccc(-c2csc(NC(=O)C3CCN(c4ncnc5sc(C)c(C)c45)CC3)n2)cc1OC | i | 0.4 | i
O=c1[nH]c(=O)n(Cc2ccco2)c2c1C(C(F)(F)F)(C(F)(F)F)N=C(CCc1ccccc1)N2 | i | -1.25 | i
CCc1ccc2c(CN3CCN(Cc4ccccc4)CC3)cc(=O)oc2c1 | i | -5.19* | i
COc1ccc(C(=O)NCc2ccc3c(c2)OCO3)c(OC)c1 | i | 0.01 | i
O=Cc1c(Cl)nc2ccccn2c1=O | i | -1.31 | i
Nc1nonc1C(=O)N/N=C\c1cc2c(cc1Cl)OCO2 | i | -3.04 | i
CCN(CC)C(=O)CSc1ncnc2sc(-c3ccccc3)cc12 | i | 0.54 | i
C=CCn1c(SCC(=O)Nc2ccccc2)nc2scc(-c3cccs3)c2c1=O | i | 0.47 | i
Clc1ccccc1/C=C/C=N/Nc1nc(N2CCOCC2)nc(N2CCOCC2)n1 | i | -0.47 | i
O=C(NCCCN1CCOCC1)C(=O)N/N=C/c1ccccc1 | i | -0.36 | i
CCOC(=O)C1=C(COC(=O)CNC(=O)c2cccc(C)c2)NC(=O)NC1C (stereo unspecified) | i | -0.1 | i
CC1SCC(=O)N(CC(=O)Nc2ccc3c(c2)OCO3)C1=O (stereo unspecified) | i | -0.16 | i
CC1=C(C)C(OCCCl)N(c2cc(O)c(Cl)cc2F)C1=O (stereo unspecified) | i | -1.08 | i
CN(C(=O)CSc1nc2ccc(Br)cc2c(=O)n1Cc1ccco1)C1CCS(=O)(=O)C1 (stereo unspecified) | i | 1.25 | i
CN1CCN(C(=O)c2cc(COc3ccccc3)on2)[C@@H](c2ccccc2)C1 | i | -1.43 | i
COc1ccc(OC)c(C(=O)Nc2c(O)ccc3ccccc23)c1 | i | 0.43 | i
c1ccc(N2CCN(c3nnc(Cc4cccnc4)c4ccccc34)CC2)nc1 | i | -0.01 | i

Entries listed above shown as hits in KCNQ2 inh:
smiles | KCNQ2 inh | Kir21 inh | CHT inh
COc1ccc2oc(C(=O)N(Cc3ccco3)Cc3cccs3)c(C)c2c1 | -5.77* | -2.3 | i

High-throughput results as filed in PubChem BioAssay.
